CXCR6 inh = blocks human CXCR6 beta-arrestin recruitment | O00574 | CHO-K1 PathHunter CXCR6 beta-arrestin, luminescence | inhibition, % at 20 µM | actives 0.36% (n = 360,000); in the data active means inhibition above about 34%, passing the limit was not always enough;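 further: antagonist mode with CXCL16 agonist at 10 nM final; 0% = 10 nM CXCL16 with DMSO and 100% = unstimulated wells without agonist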
Target sequence (O00574 whole entry, looked up): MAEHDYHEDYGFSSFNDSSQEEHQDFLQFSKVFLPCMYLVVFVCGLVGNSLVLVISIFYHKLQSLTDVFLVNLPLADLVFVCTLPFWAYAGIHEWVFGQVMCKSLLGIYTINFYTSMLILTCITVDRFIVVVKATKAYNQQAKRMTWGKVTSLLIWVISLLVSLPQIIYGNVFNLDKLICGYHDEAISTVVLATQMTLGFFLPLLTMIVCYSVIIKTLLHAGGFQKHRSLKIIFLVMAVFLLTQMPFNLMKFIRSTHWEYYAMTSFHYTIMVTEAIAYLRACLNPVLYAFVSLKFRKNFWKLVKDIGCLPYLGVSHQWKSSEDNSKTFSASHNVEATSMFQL
tim10-1 inh = inhibits growth of tim10-1 mutant yeast | actives 2.2% (n = 330,000) | inhibition, % at 20 µM | S. cerevisiae tim10-1 ts strain growth, BacTiter-Glo, 24 h;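 active means inhibition of at least 40%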;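 further: mutant grown at 25 °C; 0% = DMSO wells with yeast and 100% = wells holding no yeast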
tim23-1 inh = inhibits growth of tim23-1 mutant yeast; S. cerevisiae tim23-1 growth, BacTiter-Glo luminescence, 24 h; AID 463212; inhibition, % at 20 µM; actives 1.3% (n = 330,000);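 active means growth inhibition of the mutant yeast at or above 50%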;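 further: temperature-sensitive mutant grown at 25 °C; plate controls were DMSO-treated mutant yeast for no effect and medium wells lacking yeast for full effect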
APJ antagonist = APJ receptor antagonism. inhibition, % at 20 µM. CHO-K1 APJ beta-arrestin complementation, luminescence. P35414. actives 0.32% (n = 330,000);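 active means inhibition above about 40% at 20 µM, limit read from the data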;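 further: cells challenged with 10 nM apelin-13 agonist together with compound; plate controls were apelin-13 plus DMSO wells for no effect and DMSO wells lacking apelin-13 for full effect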
Target sequence (P35414 whole entry, looked up): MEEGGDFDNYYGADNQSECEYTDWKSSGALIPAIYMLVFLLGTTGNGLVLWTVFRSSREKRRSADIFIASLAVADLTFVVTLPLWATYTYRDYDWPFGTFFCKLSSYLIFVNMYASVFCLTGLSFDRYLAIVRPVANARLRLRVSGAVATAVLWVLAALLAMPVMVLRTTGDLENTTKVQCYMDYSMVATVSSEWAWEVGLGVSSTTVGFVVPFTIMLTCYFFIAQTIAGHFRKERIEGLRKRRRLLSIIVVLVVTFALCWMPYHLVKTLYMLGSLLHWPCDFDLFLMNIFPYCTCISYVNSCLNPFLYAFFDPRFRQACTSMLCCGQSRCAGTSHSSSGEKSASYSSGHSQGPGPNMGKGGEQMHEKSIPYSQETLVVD
APJ agonist = APJ receptor agonism; CHO-K1 APJ PathHunter beta-arrestin, luminescence; 0% DMSO wells, 100% apelin; activation, % at 20 µM; actives 0.11% (n = 330,000);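 active means activation more than six SD over the plate average, tested at 20 µM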;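 further: 0% = DMSO alone and 100% = apelin-13 at 10 nM; some results filed as inactive read as strong as hits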
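system = engineered CHO-K1 APJ arrestin reporter cells | input = 1000 cells per well | timing = overnight seeding, 90 min compound at 25 °C, 1 h detection | measured by = enzyme-fragment complementation luminescence | read-out = beta-arrestin recruitment to APJ as agonist activity, luminescent signal | control set = negative DMSO alone, positive Apelin-13 at 10 nM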
TIM10 inh = inhibits growth of TIM10 yeast strain | actives 1.4% (n = 330,000) | inhibition, % at 10 µM | AID 463195 | S. cerevisiae TIM10 strain growth, BacTiter-Glo luminescence, 24 h;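 active means inhibition of 40% or more at the single tested concentration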;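 further: wild-type TIM10 isogenic control strain grown at permissive 25 °C; 0% = DMSO yeast wells and 100% = minimal medium wells without yeast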
XBP1 UPR activ = adaptive UPR (XBP1) activation. CHO-XBP1 luciferase reporter, IRE1-XBP1 UPR activation, luminescence; percent of tunicamycin response, DMSO as zero. activation, % at 20 µM. actives 0.33% (n = 330,000). AID 463104;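 active means versus positive control, 20 µM dose yields 30% or more activation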;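 further: 100% = tunicamycin at 10 µg/mL and 0% = DMSO only wells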
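Material – CHO cell line with stable XBP1 luciferase reporter · Buffer or medium – F12 plus 10% FBS · Compound – single point, 20 µM final compound, 1% DMSO · Schedule – 16-18 h cell attachment at 37 °C, then 6 h compound exposure · Signal – Steady-Glo luminescence read · Benchmarks – high control tunicamycin 10 µg/mL final, low control DMSO vehicle only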
CHOP UPR activ = activators of apoptotic arm of unfolded protein response (CHOP); CHO-CHOP luciferase reporter, UPR activation, luminescence; percent of tunicamycin response over DMSO baseline; activation, % at 10 µM; actives 0.34% (n = 330,000); AID 449763;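 active means at 10 µM dose, activation of 40% or more, normalized to positive control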;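 further: 100% = tunicamycin at 10 µg/mL and 0% = DMSO alone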
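Evaluation: % reporter activation, DMSO baseline versus tunicamycin full activation; System: CHO-CHOP luciferase reporter cell line; Input: 500 cells/well; Incubation: 6 h compound treatment, 37 °C; Measured by: Steady-Glo luciferase luminescence; Dosing: one dose, 10 µM in 0.5% DMSO; Buffer or medium: F12 medium, 10% FBS; Benchmarks: positive tunicamycin 10 µg/mL, negative DMSO alone.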
Mdm2 MdmX PPI = human Mdm2/MdmX binding inhibition; O15151+Q00987; SaOS-2 split-luciferase Mdm2/MdmX complementation, luminescence; inhibition, % at 8 µM; actives 3% (n = 330,000);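 active means inhibition of at least 50% at 8 µM in the primary screen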
* marks the source's active call; other numbers are inactive results. The list is partial, so the mix of outcomes need not match the whole.

For COc1ccc(CNC(=O)CN2CCN(S(=O)(=O)c3cccs3)CC2)cc1OC the results were CXCR6 inh 7, tim10-1 inh -2, tim23-1 inh 15, APJ antagonist -6, APJ agonist -2, TIM10 inh 1, XBP1 UPR activ -4, CHOP UPR activ -1.2 and Mdm2 MdmX PPI 4.
`COc1ccc(C(=O)NCc2ncccc2C)cc1OC1CCN(C(C)=O)CC1` gave CXCR6 inh -1, tim10-1 inh 3, tim23-1 inh 8, APJ antagonist -7, APJ agonist -1, TIM10 inh 7, XBP1 UPR activ -9, CHOP UPR activ 2.1 and Mdm2 MdmX PPI 12.
Screening COc1ccc(CNC(=O)COC(=O)c2n[nH]c3ccccc23)cc1 returned CXCR6 inh -10, tim10-1 inh -10, tim23-1 inh -4, APJ antagonist -9, APJ agonist -3, TIM10 inh -20, XBP1 UPR activ -3, CHOP UPR activ -1.6 and Mdm2 MdmX PPI 15.
Cc1ccc(S(=O)(=O)NCCNC(=O)CN2CCOCC2)cc1 was read as CXCR6 inh -4, tim10-1 inh -19, tim23-1 inh -3, APJ antagonist 5, APJ agonist -3, TIM10 inh 9, XBP1 UPR activ -3, CHOP UPR activ -0.4 and Mdm2 MdmX PPI 0.
For COc1ccc2[nH]cc(S(=O)(=O)c3ccc(C)cc3)c2c1 the results were CXCR6 inh 11, tim10-1 inh 0, tim23-1 inh 15, APJ antagonist -4, APJ agonist -2, TIM10 inh 13, XBP1 UPR activ -5, CHOP UPR activ 1.1 and Mdm2 MdmX PPI 9.
Screening CC12CN(C(=O)c3ccco3)CC(c3ccccc3)(CN(C(=O)c3ccco3)C1)C2=O returned CXCR6 inh 0, tim10-1 inh 3, tim23-1 inh 2, APJ antagonist -14, APJ agonist -6, TIM10 inh -8, XBP1 UPR activ -1, CHOP UPR activ 0.0 and Mdm2 MdmX PPI 9.
`COc1ccc(C(C)(C)C)cc1NC(=O)c1c(C)noc1C` gave CXCR6 inh 6, tim10-1 inh 16, tim23-1 inh 17, APJ antagonist -10, APJ agonist -3, TIM10 inh 7, XBP1 UPR activ 1, CHOP UPR activ 0.0 and Mdm2 MdmX PPI -9.
For Nc1c(-c2ccccn2)cnn1-c1nc(-c2ccc(F)cc2)cs1 the results were CXCR6 inh -5, tim10-1 inh 31, tim23-1 inh 16, APJ antagonist -3, APJ agonist 2, TIM10 inh -11, XBP1 UPR activ 3, CHOP UPR activ 3.3 and Mdm2 MdmX PPI -17.
For CCc1ccc(-c2cc3c(=O)n(CC(=O)NCCCN4CCN(CC)CC4)nc(C)n3n2)cc1 the results were CXCR6 inh -11, tim10-1 inh 10, tim23-1 inh 9, APJ antagonist -3, APJ agonist -1, TIM10 inh 3, XBP1 UPR activ 0, CHOP UPR activ 1.1 and Mdm2 MdmX PPI 47.
O=C1CCCCCC1C1(O)C(=O)Nc2ccc(Br)cc21 (stereo not drawn) was read as CXCR6 inh -3, tim10-1 inh 11, tim23-1 inh -7, APJ antagonist 8, APJ agonist -24, TIM10 inh -8, XBP1 UPR activ 2, CHOP UPR activ 2.2 and Mdm2 MdmX PPI 32.
Screening CCS(=O)(=O)c1ccc2oc(Nc3ccc(OC)c(OC)c3)nc2c1 returned CXCR6 inh -4, tim10-1 inh 33, tim23-1 inh 23, APJ antagonist 13, APJ agonist 0, TIM10 inh 16, XBP1 UPR activ 19, CHOP UPR activ 3.2 and Mdm2 MdmX PPI 14.
C#CCOCCOCCOCCNc1nc(N2CCN(C(=O)[C@H](CCCN=C(N)N)n3cc(C(N)[C@@H](C)CC)nn3)CC2)nc(N2CCN(C(=O)[C@H](CCC(=O)O)n3cc([C@@H](N)CO)nn3)CC2)n1 (stereo partly drawn) was read as CXCR6 inh 2, tim10-1 inh -10, tim23-1 inh -8, APJ antagonist -6, APJ agonist -1, TIM10 inh 1, XBP1 UPR activ 0, CHOP UPR activ -0.4 and Mdm2 MdmX PPI -6.
CCSc1nc2nc(C)cc(C)n2n1 was read as CXCR6 inh -4, tim10-1 inh 3, tim23-1 inh 3, APJ antagonist 13, APJ agonist 2, TIM10 inh -7, XBP1 UPR activ -1, CHOP UPR activ 1.1 and Mdm2 MdmX PPI -31.
Screening COc1ccc(C2C(=O)N(CCc3ccccc3)CC(=O)N2C2CCCCC2)cc1 (stereo not drawn) returned CXCR6 inh -6, tim10-1 inh 27, tim23-1 inh 42, APJ antagonist -7, APJ agonist -3, TIM10 inh 29, XBP1 UPR activ -2, CHOP UPR activ -1.5 and Mdm2 MdmX PPI -24.
C=CCNC(=S)Nc1c(C(=O)OC)[nH]c2cc(OC)ccc12 was read as CXCR6 inh -19, tim10-1 inh 8, tim23-1 inh 10, APJ antagonist 14, APJ agonist -4, TIM10 inh 11, XBP1 UPR activ 2, CHOP UPR activ 6.6 and Mdm2 MdmX PPI 23.

As a working copy, part of the list above:
For COc1ccc(CNC(=O)CN2CCN(S(=O)(=O)c3cccs3)CC2)cc1OC the results were CXCR6 inh 7, tim10-1 inh -2, tim23-1 inh 15, APJ antagonist -6, APJ agonist -2, TIM10 inh 1, XBP1 UPR activ -4, CHOP UPR activ -1.2 and Mdm2 MdmX PPI 4.
`COc1ccc(C(=O)NCc2ncccc2C)cc1OC1CCN(C(C)=O)CC1` gave CXCR6 inh -1, tim10-1 inh 3, tim23-1 inh 8, APJ antagonist -7, APJ agonist -1, TIM10 inh 7, XBP1 UPR activ -9, CHOP UPR activ 2.1 and Mdm2 MdmX PPI 12.
Screening COc1ccc(CNC(=O)COC(=O)c2n[nH]c3ccccc23)cc1 returned CXCR6 inh -10, tim10-1 inh -10, tim23-1 inh -4, APJ antagonist -9, APJ agonist -3, TIM10 inh -20, XBP1 UPR activ -3, CHOP UPR activ -1.6 and Mdm2 MdmX PPI 15.

Next entries follow.
`COc1ccc(Cl)c2sc(N3CCN(C(=O)c4ccco4)CC3)nc12` gave CXCR6 inh 3, tim10-1 inh 15, tim23-1 inh 37, APJ antagonist 5, APJ agonist 10, TIM10 inh 0, XBP1 UPR activ 0, CHOP UPR activ -0.3 and Mdm2 MdmX PPI 19.
Screening CC(C)c1ccccc1NC(=O)COC(=O)CCN1C(=O)/C(=C\C=C\c2ccccc2)SC1=S returned CXCR6 inh 4, tim10-1 inh 19, tim23-1 inh 2, APJ antagonist 21, APJ agonist -2, TIM10 inh 22, XBP1 UPR activ -5, CHOP UPR activ -5.8 and Mdm2 MdmX PPI -2.
Screening COc1ccc(OC)c2[nH]c(=O)c(CCNC(=O)c3ccc(Br)o3)cc12 returned CXCR6 inh 5, tim10-1 inh 25, tim23-1 inh 18, APJ antagonist -5, APJ agonist 4, TIM10 inh 47*, XBP1 UPR activ 1, CHOP UPR activ 2.6 and Mdm2 MdmX PPI 2.
COCc1cc(=O)[nH]c(/N=C(\N)Nc2ccc(Cl)c(Cl)c2)n1 was read as CXCR6 inh -3, tim10-1 inh -13, tim23-1 inh 2, APJ antagonist -9, APJ agonist -5, TIM10 inh -11, XBP1 UPR activ 2, CHOP UPR activ 0.5 and Mdm2 MdmX PPI 25.
Screening COc1cccc(CC(=O)NN2C(=O)NC3(CCCCC3)C2=O)c1 returned CXCR6 inh 3, tim10-1 inh -12, tim23-1 inh 1, APJ antagonist 4, APJ agonist -3, TIM10 inh 1, XBP1 UPR activ 2, CHOP UPR activ -1.0 and Mdm2 MdmX PPI -20.
Cc1ccc(F)cc1NC(=O)N1CCCN(c2ccc(C(F)(F)F)cn2)CC1 was read as CXCR6 inh 0, tim10-1 inh 26, tim23-1 inh 18, APJ antagonist -5, APJ agonist -5, TIM10 inh 21, XBP1 UPR activ -3, CHOP UPR activ -0.6 and Mdm2 MdmX PPI 10.
Screening O=C(/C=C/c1ccc([N+](=O)[O-])cc1)NCCOc1ccc(F)cc1 returned CXCR6 inh -16, tim10-1 inh 19, tim23-1 inh 21, APJ antagonist 0, APJ agonist -3, TIM10 inh 9, XBP1 UPR activ -2, CHOP UPR activ 3.3 and Mdm2 MdmX PPI 23.
COc1ccc(C(=O)c2cc3cccc(OC)c3o2)cc1 was read as CXCR6 inh 0, tim10-1 inh 21, tim23-1 inh 29, APJ antagonist 5, APJ agonist -3, TIM10 inh 11, XBP1 UPR activ 5, CHOP UPR activ 5.5 and Mdm2 MdmX PPI -101.
`CC(C)c1[nH]nc2c1C(c1ccco1)C(C#N)=C(N)O2` (stereo not drawn) gave CXCR6 inh -4, tim10-1 inh 16, tim23-1 inh 38, APJ antagonist 2, APJ agonist -3, TIM10 inh 26, XBP1 UPR activ -2, CHOP UPR activ -1.1 and Mdm2 MdmX PPI 19.
CCC(=O)c1c[nH]c(C(=O)NCCCN2CCOCC2)c1 was read as CXCR6 inh 4, tim10-1 inh -23, tim23-1 inh -12, APJ antagonist 4, APJ agonist -6, TIM10 inh -10, XBP1 UPR activ -2, CHOP UPR activ -0.1 and Mdm2 MdmX PPI 12.
`O=C(/C=C/c1ccc(O)cc1)c1ccc(O)cc1O` gave CXCR6 inh 20, tim10-1 inh 33, tim23-1 inh 32, APJ antagonist 8, APJ agonist -7, TIM10 inh 30, XBP1 UPR activ 0, CHOP UPR activ 7.7 and Mdm2 MdmX PPI 27.
For COc1cc(/C=N/NC(=O)c2cc(C3CC3)[nH]n2)cc(OC)c1OC the results were CXCR6 inh -3, tim10-1 inh 4, tim23-1 inh 8, APJ antagonist 2, APJ agonist 0, TIM10 inh 3, XBP1 UPR activ -1, CHOP UPR activ 1.0 and Mdm2 MdmX PPI -1.
`O=C(CCN1C(=O)c2ccccc2C1=O)N1CCN(C(=O)c2ccccc2)CC1` gave CXCR6 inh -8, tim10-1 inh 3, tim23-1 inh 12, APJ antagonist 3, APJ agonist 4, TIM10 inh -13, XBP1 UPR activ 0, CHOP UPR activ -1.0 and Mdm2 MdmX PPI -6.
For Cc1ncoc1C(=O)N1CCCC(C(=O)c2cccc3ccccc23)C1 (stereo not drawn) the results were CXCR6 inh 8, tim10-1 inh -2, tim23-1 inh 9, APJ antagonist -1, APJ agonist -3, TIM10 inh -1, XBP1 UPR activ 3, CHOP UPR activ 1.1 and Mdm2 MdmX PPI 3.
Screening CCOc1ccc(CC(=O)Nc2c(C(=O)Nc3ccccc3)oc3ccccc23)cc1OCC returned CXCR6 inh 0, tim10-1 inh 13, tim23-1 inh 9, APJ antagonist 8, APJ agonist 1, TIM10 inh 4, XBP1 UPR activ 2, CHOP UPR activ 2.5 and Mdm2 MdmX PPI 13.
For CCN(CC)S(=O)(=O)c1cccc(NC(=O)c2cncc(Br)c2)c1 the results were CXCR6 inh -4, tim10-1 inh 9, tim23-1 inh 10, APJ antagonist -3, APJ agonist -3, TIM10 inh -6, XBP1 UPR activ 1, CHOP UPR activ 0.5 and Mdm2 MdmX PPI 10.

Screening results as filed in PubChem BioAssay.
